# Bioassay records from PubChem.
# C8 TRAIL sens: sensitizes caspase-8 expressing cells to TRAIL | actives 1% (n = 360,000) | NB7+C8 cells + TRAIL, ATPlite viability luminescence | inhibition (viability loss, TRAIL sensitization), % at 10 µM;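 active means compounds causing at least 50% loss of cell viability in the single-dose screen, relative to plate controls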
# HIF-2a inh: blocks HIF-2a reporter activity; inhibition, % at 18.8 µM; actives 0.72% (n = 360,000); 786-0 RCC cells HIF-2a reporter, luciferase luminescence, overnight;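 active means inhibition of the luminescence signal of 40% or more relative to plate controls, in a single-dose primary screen at 18.75 µM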
# * marks the source's active call; other numbers are inactive results. These rows are one share of the data; the hit share may differ from the screen's.
# The line under a structure holds: C8 TRAIL sens	HIF-2a inh
Cc1cccc(C)c1NC(=O)C(c1ccc(C#N)cc1)n1c(=O)c(-c2ccco2)nc2ccccc21 (stereo unspecified)
→ -4	20
O=C(Nc1ccc(F)cc1)C(c1cc2ccccc2o1)N1CCN(C(=O)c2ccco2)CC1 (stereo unspecified)
→ -3	-13
Nc1nc2ccccc2cc1C(=O)NCc1ccc(-c2ccccc2)cc1
→ 8	-2
COC(=O)[C@@]12C[C@@H](CC(=O)NCc3cccc(C(F)(F)F)c3)C(=O)N(Cc3cccc4ccccc34)C1=CCC(C)(C)C2
→ 17	5
O=C(Nc1ccc2ccccc2c1)C(c1ccc(C(F)(F)F)cc1)n1c(=O)c(-c2cc3ccccc3[nH]2)nc2ccccc21 (stereo unspecified)
→ -8	-42
C=CCOC(=O)Nc1nc(CCNC(=O)OC(C)(C)C)c(C(=O)O)s1
→ -7	-4
CCOC(=O)[C@]12CCCC=C1N(Cc1ccccc1)C(=O)[C@H](CC(=O)NCc1ccc(C)o1)C2
→ -3	6
CC(C)CN1C(=O)CN(S(C)(=O)=O)CC1(C)C(=O)NCc1ccccc1 (stereo unspecified)
→ 5	9
COC(=O)C[C@@H]1CC[C@@H](NS(=O)(=O)c2cccc(OC)c2)[C@@H](CO)O1
→ 10	-7
CC(C)CN1C(=O)CN(S(C)(=O)=O)CC1(C)C(=O)Nc1ccc2c(c1)OCCO2 (stereo unspecified)
→ -6	-1
CC(C)(C)NC(=O)C(c1ccccc1)n1c(-c2ccc(-c3ccccc3)cc2)nc2ccccc21 (stereo unspecified)
→ 20	-90
CCC(C)CN1C(=O)CN(S(C)(=O)=O)CC1(C)C(=O)NC(C)C (stereo unspecified)
→ 6	0
CCc1c(-c2ccc(F)cc2)ncn1Cc1cccc(-c2ccccc2)c1
→ 12	-51
COCCNC(=O)C1C(=O)Nc2ccccc2C(=O)N1c1ccc2c(c1)OCCO2 (stereo unspecified)
→ -19	3
COc1ccc(NC(=O)N[C@H]2C=C[C@@H](CC(=O)NC3CCC3)O[C@@H]2CO)cc1
→ 0	12
COc1ccc(C(C(=O)Nc2ccc(F)cc2)N2CCN(c3cccc(C(F)(F)F)n3)CC2)cc1 (stereo unspecified)
→ -1	0
CCCCCNC(=O)C(c1ccc(C#N)cc1)n1c(=O)c(-c2ccco2)nc2ccccc21 (stereo unspecified)
→ 3	9
CCOC(=O)[C@]12CCCC=C1N(CCc1ccc(OC)c(OC)c1)C(=O)[C@H](CC(=O)NCC13CC4CC(CC(C4)C1)C3)C2
→ 18	-6
COc1ccc([N+](=O)[O-])cc1CN1CCN(c2ncc(Cc3ccccc3)cn2)CC1
→ 20	-2
CC1(C(=O)NCc2ccccc2)CN(S(C)(=O)=O)CC(=O)N1Cc1ccc2c(c1)OCO2 (stereo unspecified)
→ 11	-1

# Further structures
# The line under a structure holds: C8 TRAIL sens	HIF-2a inh
COC(=O)C(C(=O)OC)c1ncccc1NS(=O)(=O)c1ccc(C)cc1
→ 4	1
COc1cccc(S(=O)(=O)Nc2ccc3c(c2)C(=O)N(C)C[C@H](OC)[C@H](C)CN[C@@H](C)CO3)c1
→ -9	13
COC(=O)[C@]12CCCCC=C1N(CCc1ccc(OC)c(OC)c1)C(=O)[C@H](CC(=O)NCCCN1CCCC1=O)C2
→ 0	-1
O=C1Nc2ccccc2-n2nnnc2C1N1CCN(c2ccc(F)cc2)CC1 (stereo unspecified)
→ 11	11
O=C(Nc1c(-c2ccccc2)[nH][nH]c1=O)c1cccs1
→ -2	13
O=C(NCCc1ccccc1)C1C(=O)Nc2ccccc2C(=O)N1C1CCCCC1 (stereo unspecified)
→ 12	-1
COC(=O)[C@@]12C[C@@H](CC(=O)N3CCC(c4ccccc4)CC3)C(=O)N(Cc3ccco3)C1=CCC(C)(C)C2
→ -9	-3
CC1(C(=O)Nc2ccc3c(c2)OCCO3)CN(S(C)(=O)=O)CC(=O)N1Cc1cccc(C(F)(F)F)c1 (stereo unspecified)
→ 2	9
CCCCNC(=O)C[C@@H]1C[C@@]2(C(=O)OC)CC(C)(C)CC=C2N(CCc2ccc(OC)c(OC)c2)C1=O
→ -9	3
Cc1cccc(C)c1NC(=O)C(c1cc2ccccc2o1)N1CCN(C)CC1 (stereo unspecified)
→ -4	-2
COC(=O)[C@]12CCCCC=C1N(Cc1ccc3c(c1)OCO3)C(=O)[C@H](CC(=O)NCc1cccc(C(F)(F)F)c1)C2
→ 15	13
C#CCNC(=O)C[C@@H]1C[C@@]2(C(=O)OC)CCCCC=C2N(Cc2ccc3c(c2)OCO3)C1=O
→ -10	10
COC(=O)[C@@]12C[C@@H](CC(=O)NCCC(C)C)C(=O)N(Cc3ccc4c(c3)OCO4)C1=CCC(C)(C)C2
→ -8	6
Cc1cccc(C)c1NC(=O)C(c1ccc(C(F)(F)F)cc1)n1c(=O)c(-c2ccccc2)nc2ccccc21 (stereo unspecified)
→ -10	-19
CCOC(=O)CC1(CC)Oc2ccccc2N1S(=O)(=O)c1ccc(C)cc1 (stereo unspecified)
→ -9	6
COC(=O)[C@@]12C[C@@H](CC(=O)N3CCN(C(=O)C4CC4)CC3)C(=O)N(CCc3ccc(OC)c(OC)c3)C1=CCC(C)(C)C2
→ -1	-2
O=C(C(=O)N1CCC(c2ccccc2)CC1)c1ccc(F)c(F)c1
→ -8	20
COC(=O)C[C@@H]1OC[C@H](C(C)C)N1S(=O)(=O)c1ccc(C)cc1
→ -4	4
O=C(Nc1ccc(F)cc1)C(c1ccccc1OC(F)(F)F)N1CCN(C(=O)c2ccco2)CC1 (stereo unspecified)
→ -23	-6
CC(C)N1C(=O)c2ccccc2NC(=O)C1C(=O)NCc1cccs1 (stereo unspecified)
→ -7	8

# Continuation.
# The line under a structure holds: C8 TRAIL sens	HIF-2a inh
CCOC(=O)[C@]12CCCC=C1N(CCc1ccc(OC)c(OC)c1)C(=O)[C@H](CC(=O)N1CCN(C(=O)C3CC3)CC1)C2
→ 11	6
CCC(CC)C(C(=O)NCc1ccccc1)N1CCN(C(=O)C2CCCO2)CC1 (stereo unspecified)
→ 5	10
Cc1cccc(C)c1N1C(=O)c2ccccc2NC(=O)C1C(=O)NCCc1ccccc1F (stereo unspecified)
→ -2	5
Cc1cccc(C)c1NC(=O)C(c1cccc2ccccc12)n1c(=O)c(-c2ccco2)nc2ccccc21 (stereo unspecified)
→ -6	1
COc1cc(C(=O)C(=O)N2CCC(Cc3ccccc3)CC2)cc2ccccc12
→ -3	2
CCc1ccccc1CC1CN(Cc2ccccc2)Cc2ccccc2N1c1ccc(OC)cc1 (stereo unspecified)
→ 4	0
CCC(c1nc2ccccc2[nH]1)n1c(=O)c(-c2ccco2)nc2ccccc21 (stereo unspecified)
→ 7	17
CCC(c1nc2ccccc2[nH]1)n1c(-c2ccnc(Cl)c2)nc2ccccc21 (stereo unspecified)
→ -10	-3
Cc1ccc(S(=O)(=O)N2[C@@H](Cc3ccccc3)CO[C@H]2CC(=O)OCc2ccccc2)cc1
→ -2	-4
COC(=O)[C@@]12C[C@@H](CC(=O)N3CCN(C(=O)C4CC4)CC3)C(=O)N(Cc3ccc4c(c3)OCO4)C1=CCC(C)(C)C2
→ 8	3
Cc1cc(C)c2cc(C#N)c(NCCNC(=O)c3ccccc3)nc2c1
→ -1	-9
CC1(C(=O)NCc2ccccc2)CN(S(C)(=O)=O)CC(=O)N1CCc1c[nH]c2ccccc12 (stereo unspecified)
→ -9	16
COC(=O)[C@]12CCCCC=C1N(Cc1ccc3c(c1)OCO3)C(=O)[C@H](CC(=O)N1CCCC1)C2
→ -8	14
Cn1cc([C@]2(O)C(=O)Nc3ccc(OC(F)(F)F)cc32)c2ccccc21
→ -9	23
O=C(NCCc1ccccc1F)C1C(=O)Nc2ccccc2C(=O)N1C1CCCCC1 (stereo unspecified)
→ 1	3
C=CCNC(=O)c1cc(-c2ccccc2)sc1N
→ -6	-66
Cc1ccc(C)c(N2CCN(C(C(=O)NC3CCCC3)C(C)C)CC2)c1 (stereo unspecified)
→ -2	-8
CC(C)(C)C(C(=O)NCc1ccccc1)N1CCN(C(=O)C2CCCO2)CC1 (stereo unspecified)
→ -10	8
CCCCCCCCCc1conc1C(=O)/C=C/c1ccco1
→ -3	6
Cc1ccc(OCc2nc3ccccc3n2C(C(=O)NC(C)(C)C)c2ccncc2)cc1 (stereo unspecified)
→ 24	-84

# (continued)
# The line under a structure holds: C8 TRAIL sens	HIF-2a inh
CCc1c(-c2ccccc2OC)ncn1Cc1cccc(-c2ccccc2)c1
→ 37	-24
Cc1ccc(S(=O)(=O)N2C3CCCCC3O[C@H]2CC(=O)c2ccccc2)cc1 (stereo partly specified)
→ -4	2
COc1ccc(NC(=O)c2cc(-c3sc(NC(=O)c4ccccc4)nc3C)n(CCO)n2)cc1
→ 11	-13
CCOC(=O)C[C@@H]1OC[C@H](Cc2ccccc2)N1S(=O)(=O)c1ccc(C)cc1
→ 9	-6
COC(=O)C[C@H]1CC[C@H](NC(=O)Nc2ccccc2OC)[C@@H](CO)O1
→ 6	5
N#Cc1ccc(C(C(=O)NC2CCCCC2)n2c(=O)c(-c3ccco3)nc3ccccc32)cc1 (stereo unspecified)
→ -4	1
O=C(C(=O)N1CCN(c2ccccc2)CC1)c1cccc(Br)c1
→ -3	3
O=C(C[C@H]1C=C[C@H](NC(=O)Nc2ccccc2F)[C@@H](CO)O1)NCc1ccc(-c2ccccc2)cc1
→ 2	8
COC(=O)C[C@@H]1C=C[C@@H](NC(=O)C2CCC2)[C@@H](CO)O1
→ 7	8
COC(=O)[C@]12CCCCC=C1N(CCc1ccc(OC)c(OC)c1)C(=O)[C@H](CC(=O)N1CCCC1)C2
→ -3	5
CC(=O)N1c2ccccc2N=C(c2ccc3c(c2)OCO3)C1C(=O)NCc1ccccc1 (stereo unspecified)
→ -3	-150
CCOC1=C2CN(S(=O)(=O)c3ccc(C)cc3)C(c3ccc(CC)cc3)CC2N(S(=O)(=O)c2ccc(C)cc2)C(c2ccc(CC)cc2)C1 (stereo unspecified)
→ 23	1
CC(C)NC(=O)C1C(c2ccccc2)=Nc2ccccc2N1C(=O)c1cc(Cl)cc(Cl)c1 (stereo unspecified)
→ 13	2
CC(C)(C)NC(=O)C(c1ccc(-c2ccccc2)cc1)n1c(=O)c(-c2ccccc2)nc2ccccc21 (stereo unspecified)
→ 4	-33
CC1(C(=O)Nc2ccc3c(c2)OCCO3)CN(S(C)(=O)=O)CC(=O)N1CCc1c[nH]c2ccccc12 (stereo unspecified)
→ 1	9
COC1=CC(=O)OC(c2ccccc2)C1 (stereo unspecified)
→ -4	2
COc1cccc(C(Nc2ccccc2)c2ccc3ccc(C)nc3c2O)c1 (stereo unspecified)
→ 8	-98
COC(=O)C[C@@H]1CC[C@@H](NC(C)=O)[C@@H](CO)O1
→ 1	0
COC(=O)[C@@]12C[C@@H](CC(=O)NCc3cccc4ccccc34)C(=O)N(Cc3ccc4c(c3)OCO4)C1=CCC(C)(C)C2
→ -11	-42
O=C(NC1CCCCC1)C(c1ccnc2ccccc12)n1c(=O)c(-c2ccco2)nc2ccccc21 (stereo unspecified)
→ -5	6

# A draw from above in order of molar mass, descending.
# The line under a structure holds: C8 TRAIL sens	HIF-2a inh
CCOC1=C2CN(S(=O)(=O)c3ccc(C)cc3)C(c3ccc(CC)cc3)CC2N(S(=O)(=O)c2ccc(C)cc2)C(c2ccc(CC)cc2)C1 (stereo unspecified)
→ 23	1
COC(=O)[C@]12CCCCC=C1N(CCc1ccc(OC)c(OC)c1)C(=O)[C@H](CC(=O)N1CCCC1)C2
→ -3	5
O=C(C[C@H]1C=C[C@H](NC(=O)Nc2ccccc2F)[C@@H](CO)O1)NCc1ccc(-c2ccccc2)cc1
→ 2	8
CC(C)NC(=O)C1C(c2ccccc2)=Nc2ccccc2N1C(=O)c1cc(Cl)cc(Cl)c1 (stereo unspecified)
→ 13	2
Cc1ccc(S(=O)(=O)N2C3CCCCC3O[C@H]2CC(=O)c2ccccc2)cc1 (stereo partly specified)
→ -4	2

# More entries
# The line under a structure holds: C8 TRAIL sens	HIF-2a inh
Cc1ccc(N2CCN(C(=O)C(=O)c3cccc([N+](=O)[O-])c3)CC2)cc1
→ -14	-1
COC(=O)[C@]12CCCCC=C1N(Cc1ccc3c(c1)OCO3)C(=O)[C@H](CC(=O)NCCC(C)C)C2
→ 5	17
CCC(C)CN1C(=O)CN(S(C)(=O)=O)CC1(C)C(=O)Nc1ccc2c(c1)OCCO2 (stereo unspecified)
→ 8	7
O=C(C[C@H]1CC[C@@H]2[C@H](COC[C@H](O)CN2Cc2nccs2)O1)NCc1ccccc1Cl
→ 13	14
CCOC(=O)[C@]12CCCC=C1N(Cc1ccccc1)C(=O)[C@H](CC(=O)NCC1CCCCC1)C2
→ -8	-30
COc1ccc(C(C(=O)Nc2c(C)cccc2C)n2c(=O)c(-c3ccco3)nc3ccccc32)cc1 (stereo unspecified)
→ 7	4
CCC(CC)C(C(=O)NCc1ccccc1)N1CCN(CCN2CCOCC2)CC1 (stereo unspecified)
→ -12	2
O=C(NC1CCCCC1)C(c1ccc(C(F)(F)F)cc1)n1c(=O)c(-c2cc3ccccc3[nH]2)nc2ccccc21 (stereo unspecified)
→ 21	16
O=C(C[C@H]1CC[C@@H]2[C@H](COC[C@@H](O)CN2C(=O)C2CC2)O1)NCc1ccccc1Cl
→ -5	-1

# Three of the entries above in order of their number in HIF-2a inh, largest number first:
Structure	HIF-2a inh
O=C(NC1CCCCC1)C(c1ccc(C(F)(F)F)cc1)n1c(=O)c(-c2cc3ccccc3[nH]2)nc2ccccc21 (stereo unspecified)	16
O=C(C[C@H]1CC[C@@H]2[C@H](COC[C@H](O)CN2Cc2nccs2)O1)NCc1ccccc1Cl	14
Cc1ccc(N2CCN(C(=O)C(=O)c3cccc([N+](=O)[O-])c3)CC2)cc1	-1

# Three entries drawn at random from the list so far, as already listed:
# The line under a structure holds: C8 TRAIL sens	HIF-2a inh
O=C(C[C@H]1CC[C@@H]2[C@H](COC[C@@H](O)CN2C(=O)C2CC2)O1)NCc1ccccc1Cl
→ -5	-1
COc1ccc(C(C(=O)Nc2c(C)cccc2C)n2c(=O)c(-c3ccco3)nc3ccccc32)cc1 (stereo unspecified)
→ 7	4
CCC(CC)C(C(=O)NCc1ccccc1)N1CCN(CCN2CCOCC2)CC1 (stereo unspecified)
→ -12	2
